# GPR55 LPI antagonism – GPR55 antagonists blocking LPI-driven arrestin recruitment, primary screen, imaging, U2OS, beta-arrestin-GFP, LPI agonist (AID 2013); 290,000 compounds, 0.13% hits; U2OS GPR55 beta-arrestin-GFP translocation imaging, LPI antagonism; higher % means a stronger effect; one-dose inhibition, % at 10 µM; IC50 in µM for titrated hits;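 active = spots per cell inhibited over 60%, with over 100 cells counted and total cytoplasm intensity under 500,000; inconclusive = wells with under 100 cells, flagged as likely toxic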;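 note: U2OS cells stably carrying GPR55 and arrestin-GFP stimulated by 5 µM LPI near EC80; imaged beta-arrestin-GFP aggregate spots per cell after agonist stimulation; plate controls were LPI-stimulated DMSO wells for no effect and DMSO wells without LPI for full effect; some results filed as inactive read as strong as hits; confirmed hits need IC50 under 10 µM and bright autofluorescent wells are also inconclusive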
# Myeloid diff 2 – promotes myeloid progenitor differentiation; ER-HoxA9 myeloid progenitors, lysozyme-GFP differentiation, flow cytometry; 360,000 compounds, 1% hits; AID 624256; calls only at 10 µM;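 active = normalized GFP-positive differentiation at or above the plate's own cutoff, the solvent-only control mean plus 3 SD; inconclusive = no clear call, values can overlap the other calls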;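 note: cells exposed to compound for four days before flow analysis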
# MgcRacGAP inhibition – MgcRacGAP GTPase-activating activity inhibitors, confirmation, biochemical, ADP Hunter fluorescence; AID 624330; 340,000 compounds, 0.6% hits; inhibition, % at 30 µM; hits with a dose series show IC50 in µM; MgcRacGAP-stimulated Rac1 GTP hydrolysis, ADP Hunter fluorescence; higher % means a stronger effect; GST-tagged Rac1 F28L mutant substrate;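 active = first-screen hits whose inhibition reached a set limit at any dose in the follow-up dose series; inconclusive = inhibition above the set first-screen limit but never retested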;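 note: fluorescence reports GDP produced by GAP-driven GTP hydrolysis; strong numbers were not always called active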
# PhoP inhibition – inhibitors of PhoP regulon expression, primary screen, Salmonella Typhimurium, GFP reporter (AID 1863) | inhibition, % at 50 µM, or IC50 in µM where a hit was titrated | S. Typhimurium PhoP-regulated promoter GFP reporter, 4 h; higher % means a stronger effect | 300,000 compounds, 0.16% hits;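 active = inhibition over 29.93%, a cutoff 3 SD above the screen mean, later confirmed by dose response; inconclusive = inhibition over 29.93% but no dose response follow-up; inactive = inhibition at most 29.93% or unconfirmed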;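 note: 0% = low Mg2+ inducing control and 100% = high Mg2+ repressing control; strong numbers were not always called active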
# SIAH1 antagonists – blockers of Siah-1 interaction with plectin peptide – biochemical, fluorescence polarization, rhodamine-plectin, uHTS, primary screen (AID 1817); Siah-1 / rhodamine-plectin peptide fluorescence polarization; higher % means a stronger effect; displacement, % at 20 µM, or IC50 in µM where a hit was titrated; 290,000 compounds, 0.02% hits;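 active = displacement of at least 50% at 20 µM, with a fluorescence ratio check between 0.3 and a set limit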;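 note: plate controls were Siah plus tracer with DMSO for no effect and tracer alone without Siah for full effect; strong numbers were not always called active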
# LYP phosphatase – inhibitors of LYP phosphatase, biochemical, fluorescence intensity, uHTS (AID 1779); recombinant LYP phosphatase, fluorescence intensity; higher % means a stronger effect; inhibition, % at 11.5 µM; hits with a dose series show IC50 in µM; 290,000 compounds, 0.054% hits; in the data active = inhibition above about 50%;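 note: plate controls were vehicle with enzyme for no effect and no enzyme for full effect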
# HIV fusion peptide – cell-free HIV fusion peptide-binding blockers – biochemical, uHTS, fluorescence dequenching, primary screen (AID 1986); cell-free peptide binding, fluorescence dequenching, 30 min; higher % means a stronger effect; 290,000 compounds, 0.3% hits; one-dose inhibition, % at 20 µM; IC50 in µM for titrated hits; in the data active = inhibition mostly above about 52%, no sharp cut-off; inactive = mostly below about 76%; note: some results filed as inactive read as strong as hits
# NTR1 ag – agonists of NTR1, primary screen, imaging, U2OS cells, beta-arrestin-GFP, high content (AID 493036) | 330,000 compounds, 0.17% hits | NTR1-U2OS beta-arrestin-GFP spot imaging, agonist mode | activation, % at 20 µM | P30989;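 active = activation at or above 40% of the spot to cytoplasm intensity ratio, with at least 20 cells analyzed; inconclusive = wells under 20 cells, flagged as cytotoxic or low count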;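 note: 0% = DMSO without peptide and 100% = 100 nM NTR1 peptide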
# Target sequence (P30989 whole entry, looked up): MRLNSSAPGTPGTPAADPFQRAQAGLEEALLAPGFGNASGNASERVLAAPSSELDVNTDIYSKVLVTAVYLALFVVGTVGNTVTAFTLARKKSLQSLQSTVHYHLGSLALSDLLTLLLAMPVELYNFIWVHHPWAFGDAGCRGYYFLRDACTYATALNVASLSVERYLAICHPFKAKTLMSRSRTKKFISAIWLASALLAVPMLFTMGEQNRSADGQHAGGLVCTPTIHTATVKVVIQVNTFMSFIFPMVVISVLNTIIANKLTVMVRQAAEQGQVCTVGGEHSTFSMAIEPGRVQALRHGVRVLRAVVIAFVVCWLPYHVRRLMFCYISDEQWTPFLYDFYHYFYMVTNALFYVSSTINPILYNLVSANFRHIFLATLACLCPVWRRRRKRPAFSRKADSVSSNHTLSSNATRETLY
# GPR35 arrestin U2OS – inhibition of zaprinast-stimulated GPR35 beta-arrestin translocation – imaging, U2OS, beta-arrestin-GFP, zaprinast agonist, primary screen (AID 2058). U2OS GPR35 beta-arrestin-GFP translocation imaging, zaprinast antagonism; higher % means a stronger effect. one-dose inhibition, % at 10 µM; IC50 in µM for titrated hits. 290,000 compounds, 0.052% hits;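 active = inhibition of at least 50% with at least 30 cells and total cytoplasm GFP at most 10,000,000; inconclusive = under 30 cells or total GFP of 10,000,000 plus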
# NTR1 ag cell count 20 µM – further read-out of NTR1 ag, marked with its call; cell count; measured here: cell count, cytotoxicity flag
# Myeloid diff 2 GFP+ MAC1+ % – further read-out of Myeloid diff 2, marked with its call; GFP+ MAC1+ double positive, %; measured here: differentiation confirmed by MAC1 staining
# Numbers without * were called inactive; i = inactive; ? = inconclusive; / = not tested or not shown; + = active, no number.
cpd	smiles	GPR55 LPI antagonism	Myeloid diff 2	Myeloid diff 2 GFP+ MAC1+ %	MgcRacGAP inhibition	PhoP inhibition	SIAH1 antagonists
1	COCC(=O)Nc1cc(Cl)ccc1C	-1%	i	0.3	-1%	12%	-2%
2	Cc1cc(C(=O)Nc2cccc(S(=O)(=O)N3CCCCC3)c2)c2ccccc2n1	5%	i	0.5	7%	-2%	10%
3	COc1ccc(N2C(S)=C(C#N)C(=O)NC2c2ccco2)cc1 (centres undefined)	5%	i	0.6	38%	-17%	5%
4	CC(C)(C)c1ccc(Oc2ccc(NC(=O)c3ccccc3C(=O)O)cn2)cc1	5%	i	0.7	/	-10%	-2%
5	O=C(Nc1ccccc1C(=O)N1CCCCC1)c1ccc(Cl)cc1Cl	0%	i	0.9	2%	1%	-10%
6	O=C(/C=C\c1cn(-c2ccccc2)nc1-c1cccs1)N1CCOCC1	48%	i	0.3	-3%	4%	2%
7	Cc1cccc(N2CCN(C(=O)c3ccncc3)CC2)c1C	-5%	i	0.0	1%	-17%	0%
8	O=C(O)c1ccc(CSc2nnc(-c3ccco3)o2)cc1	-1%	i	2.2	5%	-1%	3%
9	Cc1ccc(F)cc1NC(=O)COC(=O)C1CCN(c2ccc(C(F)(F)F)cn2)CC1	/	i	0.9	4%	9%	/
10	O=C(Nc1ccccc1[N+](=O)[O-])c1cc(S(=O)(=O)Nc2ccccn2)ccc1Cl	-10%	i	1.4	7%	-3%	-5%
11	CCOC(=O)c1ccc(NC(=O)CS(=O)(=O)c2cn(CC)c3ccccc23)cc1	8%	i	0.5	3%	-13%	0%
12	COc1cc(CO)cc(Br)c1OCC(=O)N1CCCCC1	-4%	i	1.8	6%	8%	0%
13	Cc1cc(C)c(C(=O)Nc2cccc(F)c2)c(Cl)n1	4%	i	0.4	6%	-3%	5%
14	CCCCNC(=O)CCCCn1c(=S)[nH]c2c([nH]c3ccc(OC)cc32)c1=O	14%	i	0.3	2%	6%	5%
15	COc1cccc(N/C(N)=N/c2nc(CSc3ccccn3)cc(=O)[nH]2)c1	-6%	/	/	/	-4%	15%

cpd	LYP phosphatase	HIV fusion peptide	NTR1 ag	NTR1 ag cell count 20 µM	GPR35 arrestin U2OS
1	3%	-0.2%	-0.2	45	1%
2	4%	1.0%	-0.5	53	-9%
3	-2%	2.2%	2.8	54	-3%
4	-10%	0.3%	0.4	49	15%
5	-16%	-0.9%	-0.7	49	4%
6	10%	2.3%	0.6	35	-13%
7	-5%	-1.3%	-0.2	92	7%
8	-1%	19%	-1.4	48	10%
9	/	/	3.4	77	/
10	-10%	1.0%	0.7	56	8%
11	3%	-4.7%	3.5	68	-8%
12	-2%	5.2%	-0.2	90	3%
13	-4%	-0.1%	-1.3	46	21%
14	-8%	1.8%	1.3	65	2%
15	-5%	-0.9%	1.6	46	-9%

# More entries:
cpd	smiles	GPR55 LPI antagonism	Myeloid diff 2	Myeloid diff 2 GFP+ MAC1+ %	MgcRacGAP inhibition	PhoP inhibition	SIAH1 antagonists
16	CC(=C\c1ccccc1)/C=C1/SC(=S)N(C(C(=O)O)C(C)C)C1=O (centres undefined)	-6%	i	0.4	9%	5%	-2%
17	Cc1ccccc1NC(=O)C1CCCN(S(=O)(=O)c2cnc[nH]2)C1 (centres undefined)	11%	i	1.1	6%	6%	0%
18	Cc1c(C(=O)Nc2ccccn2)oc2ccccc12	-4%	i	2.2	2%	11%	-3%
19	Clc1ccccc1N=C1SCCS1	-4%	i	0.4	/	0%	6%
20	O=C(NCCCN1CCOCC1)c1cc(-c2ccc(Cl)s2)nc2ccccc12	/	i	0.8	3%	-1%	/
21	CCOC(=O)Cc1[nH]nc2c1C(c1cc(OC)ccc1OC)C(C#N)=C(N)O2 (centres undefined)	-7%	i	0.6	5%	4%	-4%
22	Cc1ccc(C(=O)NN2C(=O)C3C4C=CC(C4)[C@@H]3C2=O)cc1 (some centres undefined)	-2%	i	1.1	-12%	-11%	0%
23	O=C(NCCC1=CCCCC1)c1ccc(Cl)c(S(=O)(=O)N2CCCCC2)c1	1%	i	1.2	1%	-5%	-3%
24	Cc1csc(SCC(=O)c2c(N)n(CC(C)C)c(=O)n(C)c2=O)n1	4%	+	14*	-2%	0%	2%
25	CC(=O)NC12CC3CC(C1)CC(C(=O)Nc1nccs1)(C3)C2	9%	i	1.1	4%	-7%	-2%
26	O=C(c1cc2ccccc2oc1=O)N(Cc1cccs1)Cc1ccccc1Cl	-10%	i	1.0	12%	4%	0%
27	O=C(CN(c1cc(C(F)(F)F)ccc1Cl)S(=O)(=O)c1ccccc1)NCc1cccnc1	15%	i	1.0	6%	5%	9%
28	CC(C)(C)NC(=O)C(c1ccncc1)N(Cc1cccs1)C(=O)Cn1nnc(-c2ccc(F)cc2)n1 (centres undefined)	0%	?	/	10%	-2%	5%
29	O=C(NNS(=O)(=O)c1ccc(Cl)cc1)c1cccs1	8%	i	0.9	5%	-7%	10%
30	COc1ccc2[nH]c3c(NCCC4=CCCCC4)ncnc3c2c1	9%	?	/	7%	-5%	-5%

cpd	LYP phosphatase	HIV fusion peptide	NTR1 ag	NTR1 ag cell count 20 µM	GPR35 arrestin U2OS
16	1%	34%	/	/	-2%
17	2%	-0.6%	-1.0	59	-7%
18	-1%	-2.3%	0.5	80	8%
19	-7%	-1.1%	-0.2	47	-6%
20	/	/	-0.4	62	/
21	0%	2.9%	1.1	78	-4%
22	-10%	1.4%	-0.3	50	4%
23	-8%	1.5%	5.5	45	0%
24	1%	1.0%	6.9	65	15%
25	-3%	-2.9%	1.2	40	-4%
26	3%	1.3%	-0.7	74	-7%
27	-2%	-0.1%	0.1	58	0%
28	-2%	9.0%	3.2	90	-6%
29	-4%	0.9%	-1.5	39	12%
30	1%	-0.4%	/	/	14%

# By substructure: those above with two or more sulfur atoms
cpd	smiles	GPR55 LPI antagonism	Myeloid diff 2	Myeloid diff 2 GFP+ MAC1+ %	MgcRacGAP inhibition	PhoP inhibition	SIAH1 antagonists
16	CC(=C\c1ccccc1)/C=C1/SC(=S)N(C(C(=O)O)C(C)C)C1=O (centres undefined)	-6%	i	0.4	9%	5%	-2%
19	Clc1ccccc1N=C1SCCS1	-4%	i	0.4	/	0%	6%
24	Cc1csc(SCC(=O)c2c(N)n(CC(C)C)c(=O)n(C)c2=O)n1	4%	+	14*	-2%	0%	2%
29	O=C(NNS(=O)(=O)c1ccc(Cl)cc1)c1cccs1	8%	i	0.9	5%	-7%	10%

cpd	LYP phosphatase	HIV fusion peptide	NTR1 ag	NTR1 ag cell count 20 µM	GPR35 arrestin U2OS
16	1%	34%	/	/	-2%
19	-7%	-1.1%	-0.2	47	-6%
24	1%	1.0%	6.9	65	15%
29	-4%	0.9%	-1.5	39	12%

# The results go on:
cpd	smiles	GPR55 LPI antagonism	Myeloid diff 2	Myeloid diff 2 GFP+ MAC1+ %	MgcRacGAP inhibition	PhoP inhibition	SIAH1 antagonists
31	CN(C)c1ccc(/C=C(\Cl)c2nc3ccccc3s2)cc1	9%	i	1.3	11%	6%	-7%
32	CC(C)CNC(=O)C1CCN(S(=O)(=O)c2ccc(-n3cnnn3)cc2)CC1	-2%	i	0.3	-6%	-1%	9%
33	COCCNC(=O)CN(C(=O)CCC(=O)Nc1ccccn1)c1ccc(C)cc1	2%	i	0.5	2%	0%	4%
34	O=C(COC(=O)[C@H](Cc1ccccc1)NC(=O)c1ccco1)NCc1ccccc1	17%	i	0.7	7%	3%	0%
35	O=C(NCCCN1CCOCC1)c1ccc(CS(=O)(=O)c2c(Cl)cccc2Cl)o1	10%	i	1.6	-2%	-3%	-1%
36	O=C(CSc1nc(C2CC2)nc2ccccc12)Nc1cccc(O)c1	-7%	i	5.1	3%	7%	8%
37	CCCC1O[C@@H]2C[C@H]3[C@@H]4CCC5=CC(=O)C=C[C@]5(C)[C@H]4[C@@H](O)C[C@]3(C)[C@]2(C(=O)CO)O1 (some centres undefined)	-4%	?	/	6%	2%	-4%
38	C#CCNC(=O)C1=C[C@@H](c2ccc(C(F)(F)F)cc2)[C@H](CCCO)[C@@H](OCC)O1	8%	i	1.2	10%	-3%	6%
39	COc1ccc(CC(NC(C)=O)C(=O)NC2CCN(C(=O)c3ccc(OC)c(OC)c3)CC2)cc1OC (centres undefined)	-8%	i	0.5	5%	-9%	6%
40	COc1ccc(CN(C)S(=O)(=O)c2nnc(NC(=O)c3cccc(OC)c3)s2)cc1	2%	i	0.0	6%	-10%	4%
41	COc1ccc(CN2CCC(=O)N([C@H](CO)c3ccccc3)CC2)cc1OC	3%	i	0.9	2%	-4%	2%
42	CCOc1ccc(/C=N\NC(=O)CC(=O)NCCc2ccccc2)cc1	7%	i	0.6	13%	3%	0%
43	Cc1ccc(C(OC(=O)c2ccco2)C(=O)NC2CCCCC2)cc1 (centres undefined)	17%	i	0.7	5%	2%	-1%
44	COc1ccc(C(=O)NCCc2c[nH]c3ccccc23)cc1[N+](=O)[O-]	9%	i	1.1	7%	3%	-1%
45	COC(=O)c1cc(-c2cccc(OC)c2)c2c(=O)[nH]c(=O)n(C)c2n1	-2%	i	0.6	8%	1%	-2%
46	Cc1[nH]c(=S)c(C#N)c(C)c1Cc1ccccc1	2%	i	0.3	/	-2%	1%

cpd	LYP phosphatase	HIV fusion peptide	NTR1 ag	NTR1 ag cell count 20 µM	GPR35 arrestin U2OS
31	-9%	2.9%	/	/	18%
32	-4%	-0.1%	-1.0	52	-8%
33	-6%	2.5%	0.2	59	-1%
34	-3%	-0.8%	-0.2	73	14%
35	3%	-0.2%	1.7	30	4%
36	-5%	-1.8%	-1.4	35	-4%
37	-2%	-0.4%	2.6	59	-2%
38	1%	-1.2%	3.7	92	-2%
39	-5%	-1.2%	-0.2	49	5%
40	6%	6.6%	-0.9	61	14%
41	-9%	1.3%	-0.1	64	-10%
42	-6%	1.8%	2.9	62	13%
43	0%	0.9%	-1.4	98	-2%
44	-8%	-1.0%	4.8	38	-5%
45	0%	-2.1%	5.7	81	1%
46	-8%	0.5%	0.4	52	-14%

# Assay outcomes as filed in PubChem.

# Outcome played no part in choosing rows (roughly 2.4% active in at least one column).
